M4 antag: blocks acetylcholine activation of human M4 receptor; inhibition, % at 3 µM; P08173; hit rate 0.73% among 360,000; CHO-hM4 cells, ACh EC80, Fluo-8 calcium fluorescence;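 active = inhibition above its plate's cutoff, the mean inhibition of sample wells plus 3 SD, cut at about 27% in these data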;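 also: 0% = acetylcholine EC80 with DMSO and 100% = DMSO without agonist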
Target sequence (P08173 whole entry, looked up): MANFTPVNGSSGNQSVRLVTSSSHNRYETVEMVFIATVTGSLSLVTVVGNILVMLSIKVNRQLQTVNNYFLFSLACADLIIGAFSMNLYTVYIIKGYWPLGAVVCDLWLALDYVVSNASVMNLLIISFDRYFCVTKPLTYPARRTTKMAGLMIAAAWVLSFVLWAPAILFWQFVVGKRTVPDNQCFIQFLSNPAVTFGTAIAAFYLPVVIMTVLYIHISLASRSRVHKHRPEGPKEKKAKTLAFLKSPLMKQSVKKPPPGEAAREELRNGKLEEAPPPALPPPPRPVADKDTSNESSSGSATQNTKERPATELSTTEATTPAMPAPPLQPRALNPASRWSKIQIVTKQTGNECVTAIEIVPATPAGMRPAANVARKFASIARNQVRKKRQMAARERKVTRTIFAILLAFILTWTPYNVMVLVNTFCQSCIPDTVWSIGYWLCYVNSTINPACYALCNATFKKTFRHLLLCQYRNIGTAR
CRFBP-R2 block: CRF-BP/CRF-R2 complex antagonism; hit rate 0.59% among 350,000; AID 588475; inhibition, % at 11.8 µM; HEK293 CRF-R2/CRF-BP, CRF-induced calcium fluorescence;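 active = inhibition of the ligand-induced calcium signal above about 50% at the single tested concentration, limit read from the data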
CHRM5 agonist: agonists of human muscarinic M5 receptor (CHRM5); hit rate 0.19% among 360,000; AID 624037; P08912; CHO-K1 hM5 cells, Fluo-8 calcium fluorescence; 0% DMSO wells, 100% maximal acetylcholine response; activation, % at 3 µM;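 active = activation above the run's mean over test compounds plus 3 SD, cut at about 23% in these data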;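 also: signal is peak over basal fluorescence ratio across the kinetic read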
Target sequence (P08912 whole entry, looked up): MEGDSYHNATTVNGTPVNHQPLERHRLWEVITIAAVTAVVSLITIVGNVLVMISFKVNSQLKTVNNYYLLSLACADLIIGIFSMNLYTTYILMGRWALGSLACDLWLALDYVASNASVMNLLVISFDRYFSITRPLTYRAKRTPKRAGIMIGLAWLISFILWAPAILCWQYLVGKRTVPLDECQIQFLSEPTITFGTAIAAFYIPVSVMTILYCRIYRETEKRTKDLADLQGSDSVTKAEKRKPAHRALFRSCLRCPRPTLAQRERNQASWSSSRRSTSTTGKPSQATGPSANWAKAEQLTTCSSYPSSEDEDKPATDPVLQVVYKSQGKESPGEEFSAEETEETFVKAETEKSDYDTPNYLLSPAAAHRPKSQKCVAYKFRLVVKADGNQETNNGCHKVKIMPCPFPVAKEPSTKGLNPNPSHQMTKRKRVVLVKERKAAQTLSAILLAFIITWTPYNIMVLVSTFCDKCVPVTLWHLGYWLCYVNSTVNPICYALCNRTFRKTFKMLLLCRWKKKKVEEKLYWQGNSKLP
M4 ag: agonists of human muscarinic M4 receptor (CHRM4). P08173. CHO-K1 hM4/Gqi5, Fluo-8 calcium fluorescence; vehicle 0%, full acetylcholine response 100%. activation, % at 3 µM. hit rate 0.14% among 360,000. AID 624127;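 active = activation above the run mean over all test wells plus 3 SD, cut at about 32% in these data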;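 also: peak over basal fluorescence ratio per well then scaled between controls; 0% = DMSO wells and 100% = acetylcholine at EC100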
CHRM5 PAM: CHRM5 positive allosteric modulation. CHO-K1 hM5, Fluo-8 calcium, ACh EC20 PAM; 0% = ACh EC20, 100% = ACh EC100. activation, % at 3 µM. hit rate 0.3% among 360,000;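 active = activation above the run cutoff, the mean activation of all test compounds plus 3 SD, cut at about 18% in these data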
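System: CHO-K1 cell line with stable human muscarinic M5 receptor expression | Also added: EC20 acetylcholine as agonist stimulus | Compound: One concentration, 3 µM final (nominal) | Timing: Fluo-8 loading 80 min at 37 °C plus 30 min room temperature | Measured by: Fluo-8 calcium dye fluorescence, kinetic read | Read-out basis: % activation, ACh-normalized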
CRFR2-BP ag: CRF-BP/CRF-R2 complex agonism; activation, % at 13.2 µM; HEK293 CRF-R2/CRF-BP, calcium dye fluorescence (FLIPR); percent of saturating CRF peptide response; hit rate 0.46% among 350,000;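 active = activation of at least 50%, plus an integration ratio under a set limit after plate pattern correction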;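 also: plate controls were neutral control wells without compound for no effect and CRF at EC100 for full effect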
M1 PAM: human CHRM1 positive allosteric modulation. P11229. CHO-K1 hM1, Fluo-8 calcium fluorescence, ACh EC20; 0% = ACh EC20, 100% = maximal ACh. activation, % at 3 µM. hit rate 0.088% among 360,000. AID 588819; in the data active = activation above about 19%, passing the limit was not always enough
CHRM4 PAM: potentiates acetylcholine response at human M4 receptor | CHO-K1 hM4/Gqi5, Fluo-8 calcium fluorescence, ACh EC20; 0% = ACh EC20, 100% = maximal ACh | activation, % at 3 µM | hit rate 0.4% among 360,000 | P08173;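 active = activation above its plate's cutoff, the mean activation of sample wells plus 3 SD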; also: some results filed as inactive read as strong as hits
CHRM5 antagonist: CHRM5 antagonism in calcium assay; P08912; CHO-hM5 cells, Fluo-8 calcium fluorescence, ACh EC80; inhibition, % at 3 µM; hit rate 0.59% among 360,000;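 active = inhibition above a per-plate cutoff, the mean of that plate's test compounds plus 3 SD, cut at about 27% in these data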;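 also: 0% = acetylcholine EC80 with DMSO and 100% = DMSO without agonist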
An asterisk follows results filed as active; / = not tested or not shown. Compounds as they come; any-hit rate near 2.6%.

SMILES	M4 antag	CRFBP-R2 block	CHRM5 agonist	M4 ag	CHRM5 PAM	CRFR2-BP ag	M1 PAM	CHRM4 PAM	CHRM5 antagonist
CC(CN1CCOCC1)OC(=O)c1ccc(C(C)(C)C)cc1 (stereo not drawn)	-2	-3	2	5	-7	-0.8	-7	-5	-1
Cc1ccc(C)c(NC(=O)Cn2nc(C(F)(F)F)cc2C2CC2)c1	2	5	1	1	4	-2.5	26*	10	-10
Cc1[nH]c2ccc(Cl)cc2c(=O)c1CN1CCCC1	3	-20	-1	1	3	0.6	5	-7	-9
CC(=O)Nc1cccc(/C(C)=N/NC(=O)c2cccc(S(=O)(=O)N3CCOCC3)c2)c1	-5	3	0	11	-12	-0.7	-4	-10	17
O=C1CN(C(=O)COC(=O)[C@@H]2CCCN2S(=O)(=O)c2ccc(Cl)cc2)c2ccccc2N1	-2	-7	1	4	1	-3.5	15	4	-2
Cc1ccccc1NC(=S)N/N=C1\CC(C)(C)Oc2ccc(O)cc21	4	-37	-1	3	4	-5.5	5	-8	0
COc1ccc(C)cc1N=Nc1ccc(O)c2ncccc12	-10	10	1	6	-3	-0.9	-6	-1	1
CCOc1ccc(N2CC(C(=O)Nc3cccc(S(=O)(=O)N4CCCC4)c3)CC2=O)cc1 (stereo not drawn)	-2	9	-6	1	-2	-0.8	7	-5	1
c1ccc(CNC23CC4CC(CC(C4)C2)C3)nc1	-3	0	-3	0	0	-0.3	2	-5	-4
CCCCCCNC(=O)Cc1c(O)c2ccccc2[nH]c1=O	2	0	-1	0	-5	-1.4	5	-1	6
Cc1cc(OCC(=O)NCCCN2CCOCC2)c2c(C)c(C)c(=O)oc2c1	1	24	-5	0	0	-0.3	-5	11	5
Cc1ccc2oc3c(c(=O)c2c1)C(c1cccc(O)c1)N(c1ccccn1)C3=O (stereo not drawn)	2	5	0	5	-6	-3.0	-7	-8	0
Cc1cc2nc(C3CCN(C(=S)NCC(C)C)CC3)[nH]c2cc1C	-7	-10	-4	1	-9	-1.3	5	-6	3
Cc1ccc(C(=O)c2coc3ccc(O)c(Cl)c23)cc1	0	4	-2	-2	-1	-1.2	11	8	11
COc1ccccc1OCC(=O)Nc1ccc(CSc2ccccc2)cc1C	1	-13	12	0	49*	3.5	6	7	0
COc1ccccc1N(C)S(=O)(=O)c1ccc(C(=O)OCC(=O)N(C)c2ccccc2)cc1	-18	30	-3	7	5	-4.7	-12	-13	-19
O=C(NNC(=O)c1ccc(-c2ccc([N+](=O)[O-])cc2)o1)c1ccncc1	13	11	0	4	-6	-0.8	7	-2	9
C/C(=N\NC(=O)CSCc1ccc(Cl)cc1)c1ccc(NC(=O)c2ccccc2)cc1	-7	2	1	1	-3	0.1	9	10	2
Cc1ccccc1NC(=O)c1ccc(F)c(S(=O)(=O)NCC2CCCO2)c1 (stereo not drawn)	-11	-1	0	2	5	1.3	13	2	-8
COc1ccnc(N=CNOCc2cccc(C(F)(F)F)c2)c1C#N	-1	-4	2	1	-8	1.2	1	8	12
COc1ccc(-c2noc(-c3ccccc3C(=O)Nc3cccc(OC)c3)n2)cc1	-2	20	-7	8	-2	0.3	1	-2	2
O=C(CSC(=S)N1CCCC1)NCC(=O)Nc1ccccc1Br	-12	10	2	1	1	-1.5	14	15	0
CCn1nnnc1SCC(=O)NC1Cc2ccccc2C1	9	17	-1	1	-8	-3.8	-4	-11	13
COc1cc(C(=O)NCc2nnc(SCC(=O)Nc3nc4ccc(C)cc4s3)o2)cc(OC)c1OC	2	-4	1	1	-4	0.2	12	0	-2
CCN(CC)c1ccc(NC(=O)c2cncc(Br)c2)cc1	2	-68	-7	1	-2	-5.1	9	4	-1
CCN(C(=O)C(C)N1C(=O)/C(=C/c2ccco2)SC1=S)C1CCS(=O)(=O)C1 (stereo not drawn)	-5	24	-1	2	1	3.2	11	7	4
Cc1ccc(C2(C)NC(=O)N(CC(=O)Nc3cc(C)on3)C2=O)cc1 (stereo not drawn)	5	-11	6	4	0	1.1	6	-1	1
CCC(=O)N/C(=N/c1nc(C)cc(C)n1)Nc1ccccc1	-23	-7	-2	1	0	-2.7	1	16	0
Cc1ccc(OCCN2C(=O)CSC2=O)cc1	9	2	-3	0	-1	1.0	3	0	3
Cc1ccn2cc(-c3ccc(NS(=O)(=O)c4ccccc4)cc3)nc2c1	-6	-5	-2	3	-5	-0.4	-5	-7	2
CC(Oc1cccc(Cl)c1)C(=O)Nc1ccc([N+](=O)[O-])cn1 (stereo not drawn)	8	10	-9	-1	-7	1.6	-19	-13	1
CCCCN1C(=S)NC[C@@H]1Cc1ccccc1	-4	-17	-7	1	2	-2.4	5	14	-6
Cc1ccccc1NC(=O)Cc1nc(COC(=O)c2ccc(Cl)c(S(N)(=O)=O)c2)cs1	3	13	2	13	-13	-2.1	-3	-7	-3
O=C(Cc1c(C(=O)O)[nH]c2ccccc12)Nc1ccc2c(c1)OCO2	-5	-1	-1	-1	0	-1.7	8	2	-1
CCn1c(=S)sc2c(=O)n(CC(=O)Nc3cccc(Cl)c3)c(C)nc21	-4	-30	0	10	-2	3.4	-7	-6	-1
CCN(CC(=O)Nc1ccc(C(=O)OC)cc1)C1CCCCC1	2	-2	-5	0	16	0.3	0	-4	-4
CCN1CCN(C(=O)CCn2c(=O)c3cccn3c3cccnc32)CC1	0	-4	-3	1	-2	-1.1	6	1	-2
Cc1ccc(S(=O)(=O)NCCNc2ccc([N+](=O)[O-])cc2C(F)(F)F)cc1	-9	-6	-5	1	-5	-0.3	-5	-10	4
O=C(Cn1cnc2c(cnn2-c2ccccc2)c1=O)NC1CCCC1	-4	3	2	3	0	-0.1	13	5	0
Cc1nc2ccccc2nc1OCc1cccc([N+](=O)[O-])c1	7	1	-4	1	1	-1.3	8	-3	5
CC1C=CCC2C(=O)N(c3ccccc3OC(=O)c3cccs3)C(=O)C12 (stereo not drawn)	7	4	-1	0	-5	-1.9	7	-1	8
Cc1cc(C)cc(NCc2ccncc2)c1	3	20	0	2	-1	0.4	6	6	-3
O=C(NNC(=O)c1ccc([N+](=O)[O-])cc1)c1ccc(F)cc1	-4	-12	2	1	-1	-3.7	6	7	-4
O=C(Nc1ccc2c(c1)OCCO2)C1CCN(C(=O)c2ccc([N+](=O)[O-])cc2)CC1	0	2	1	1	-1	0.3	5	0	4
Cc1ccc2c(c1)N(CC(=O)NC1CCCC1)C(=O)C(C)O2 (stereo not drawn)	-18	15	-2	-1	-1	-1.0	5	-1	-1
O=C(C1CCCCC1)N1C[C@H](n2cc(C3CC3)nn2)[C@@H](O)C[C@@H]1c1ccccc1	-4	-36	0	1	1	3.3	5	4	4
CCOc1ccc(N(CC(=O)Nc2cccc(Cl)c2)S(=O)(=O)c2c(C)noc2C)cc1	2	10	0	1	-7	1.5	1	-2	-2
O=S(=O)(CC(CN1CCOCC1)N1CCOCC1)c1ccccc1 (stereo not drawn)	-1	2	1	1	1	-1.5	7	-2	-10
Cc1ccc(S(=O)(=O)N2CCC(=O)N([C@H](COCc3cccc(C)c3)C(C)C)CC2)cc1	-11	/	-2	2	-10	/	/	6	1
S=C(NCCC1=CCCCC1)Nc1ccc(Cl)cc1	-8	-12	-2	2	-7	15	-12	-5	2
COCCn1c(SC(C)C(=O)Nc2ncc(Cl)cc2Cl)nc2ccccc21 (stereo not drawn)	-2	10	-4	0	-4	-0.8	2	5	-1
COC(=O)C1=C(C)NC(C)=C(C(=O)OC)C1C(=O)OCc1nnc(-c2ccccc2Cl)o1	6	-22	1	7	-4	0.3	5	-2	1
O=C1C(Cl)=C(Oc2ccccc2)C(=O)c2ccccc21	44*	-16	7	8	-7	3.3	2	-3	30*
Cc1ccc(C)c(NS(=O)(=O)c2ccc(OCC(=O)N3CCOCC3)cc2)c1	3	0	1	1	-5	-0.3	-1	-7	5
CCOc1ncccc1C(=O)NCCc1ccc(Cl)cc1	-9	7	-7	0	3	-1.1	6	-2	2
CC(=O)Nc1ccc(OC(=O)c2cc3cc(Br)ccc3oc2=O)cc1	-8	4	-5	2	2	-0.6	5	17	-2
COc1ccc(N2C(=O)NC(NS(=O)(=O)c3ccccc3)(C(F)(F)F)C2=O)cc1 (stereo not drawn)	7	-5	2	0	-1	2.2	9	3	8
Cc1ccc2cc(CN(CCc3ccccc3)C(=S)NCCCN(C)C)c(=O)[nH]c2c1	-3	-24	-7	2	-3	7.0	1	0	4
COc1ccc2cc(CN(CCc3ccccc3)Cc3nnnn3CC3CCCO3)c(=O)[nH]c2c1 (stereo not drawn)	8	-68	1	4	-4	15	1	-3	9
CC(C)NS(=O)(=O)c1ccc(OCC(=O)Nc2ccccc2F)cc1	-1	2	3	3	-1	0.6	0	-7	-2

Six entries drawn at random from those above, as already listed:
SMILES	M4 antag	CRFBP-R2 block	CHRM5 agonist	M4 ag	CHRM5 PAM	CRFR2-BP ag	M1 PAM	CHRM4 PAM	CHRM5 antagonist
Cc1ccc2cc(CN(CCc3ccccc3)C(=S)NCCCN(C)C)c(=O)[nH]c2c1	-3	-24	-7	2	-3	7.0	1	0	4
O=C1C(Cl)=C(Oc2ccccc2)C(=O)c2ccccc21	44*	-16	7	8	-7	3.3	2	-3	30*
Cc1ccc(C)c(NS(=O)(=O)c2ccc(OCC(=O)N3CCOCC3)cc2)c1	3	0	1	1	-5	-0.3	-1	-7	5
CC(C)NS(=O)(=O)c1ccc(OCC(=O)Nc2ccccc2F)cc1	-1	2	3	3	-1	0.6	0	-7	-2
S=C(NCCC1=CCCCC1)Nc1ccc(Cl)cc1	-8	-12	-2	2	-7	15	-12	-5	2
COCCn1c(SC(C)C(=O)Nc2ncc(Cl)cc2Cl)nc2ccccc21 (stereo not drawn)	-2	10	-4	0	-4	-0.8	2	5	-1

Going on with the list.
SMILES	M4 antag	CRFBP-R2 block	CHRM5 agonist	M4 ag	CHRM5 PAM	CRFR2-BP ag	M1 PAM	CHRM4 PAM	CHRM5 antagonist
C[C@@H]1CN([C@H](C)CO)C(=O)c2cc(Br)cnc2O[C@@H]1CN(C)C(=O)Nc1ccccc1	-4	-5	2	1	-4	0.4	1	5	-2
COc1cccc(NC(=O)Cn2nc(Cc3cccnc3)c3ccccc3c2=O)c1	59*	9	-1	0	-9	0.1	10	-13	6
CC(=O)c1ccc(N2CCN(C(C)C(=O)NC3CCCc4ccccc43)CC2)cc1 (stereo not drawn)	4	9	-1	7	-8	-1.3	4	3	8
CCc1ccc(CCC(=O)Nc2ccc(C)cc2C)o1	-14	1	-1	-1	2	-0.7	4	1	-3
CCn1nc(C(=O)NCCc2ccc3c(c2)OCCO3)c2ccccc2c1=O	4	13	3	8	-8	-0.8	-15	-4	7
Cc1cc2c(cc(C(=O)OC(C(=O)NCC3CCCO3)C(C)C)n2C)o1 (stereo not drawn)	-8	2	0	4	0	-0.6	10	3	-5
O=C(O)c1cccc(-c2csc(C(O)c3ccc(F)cc3)n2)c1 (stereo not drawn)	-5	/	1	1	-3	/	8	2	4
CC1(C(=O)NS(=O)(=O)c2ccccc2Cl)CCN1C(=O)COc1ccc(Cl)cc1 (stereo not drawn)	0	/	1	0	2	/	4	5	-2
CCN1CCN(C(=O)Nc2cc(Cl)ccc2OC)CC1	-11	10	-5	1	0	-0.1	7	-2	-1
CC(=O)Nc1ccc(Nc2nc(C)nc3c2nnn3Cc2ccccc2Cl)cc1	-4	-20	10	3	3	0.4	-3	3	10
CCC1=NN2C(=N)/C(=C/c3ccc(OS(=O)(=O)c4ccccc4)c(OC)c3)C(=O)N=C2S1	-2	-8	-4	2	1	1.2	6	-1	-3

Screening data (PubChem)
